Source: PubChem BioAssay
a7 integrin act: activates integrin-mediated alleviation for muscular dystrophy; alpha7betagal myoblasts, beta-gal FDG fluorescence, 48 h; Potency, µM (series often up to 38.3 µM), for the others: top-dose activation, usual class: activators; actives 0.064% (n = 350,000);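 also: potency is read from the fitted curve at half-maximal effect; 100% = response of the positive control SU9516; nearly all actives have a fitted effect of over 60% in size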
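alpha7betagal+/- myoblasts (passage 13, 250/well) treated 48 h at 37C with compounds at 1:260 dilution of DMSO stock. Lysed, then beta-galactosidase activity read as FDG fluorescence (ex 480/em 540) after 30 min, with pre-read for autofluorescence.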
BRCA1 expr up: increases BRCA1 expression; MCF7-BRCA1-FFLuc reporter, luminescence, 48 h; response scale: scaled: vehicle 0%, 10 µM genistein 100%; Potency, µM (highest dose often 46.1 µM), without a hit: at the top dose activation, usual class: activators; AID 624202; actives 1.1% (n = 380,000); also: potency is read from the fitted curve at half-maximal effect; nearly all actives have a fitted effect of over 80% in size; some results filed as inactive show a strong effect at the top dose
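First, MCF7-BRCA1-FFLuc cells (2000/well) attach for 2 h; next, compounds are pin-added and incubated 48 h at 37 °C; finally, luciferase reagent is added and luminescence read after 15 min.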
p53 reactivator: re-activators of mutant p53. H1299 p53-A138V BP100-luciferase reporter, luminescence, 24 h. Potency, µM (highest dose often 92.2 µM), without a hit: at the highest dose activity change, positive = activation, usual class: activators. actives 0.063% (n = 320,000). AID 504706; also: potency is read from the fitted curve at half-maximal effect; % of control where 0% means no effect; nearly all actives have a fitted effect of over 45% in size
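H1299 (p53-null), stable ts p53-A138V + BP100-Luc; 1000 cells/well, Opti-MEM/10% FBS; cpd 4 pt, 1:5; 24 h, 37 deg C, 5% CO2; detection reagent 10 min RT; luminescence.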
B2AR arrestin: recruits beta-arrestin to the human beta2-adrenergic receptor | P07550 | beta-arrestin recruitment to beta2AR, cell-based reporter | Potency, µM (top dose mostly 46.1 µM), for the others: at the top dose activation, usual class: activators | actives 0.02% (n = 330,000) | AID 492947;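 also: potency is read from the fitted curve at half-maximal effect; 0% = DMSO controls and full agonism = EC100 isoproterenol or metaproterenol; nearly all actives have a fitted effect of over 65% in size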
Eya2 inh: Eya2 (human) phosphatase inhibition | recombinant Eya2, OMFP fluorescence dephosphorylation (OMFP is methylfluorescein phosphate) | O00167 | Potency, µM (top dose mostly 76.9 µM), without a hit: at the top dose activity, negative = inhibition, actives largely listed as inhibitors | AID 488837 | actives 0.006% (n = 330,000); also: potency is read from the fitted curve at half-maximal effect; % is scaled to controls: 0 for no effect and ±100 for the full control effect
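Eya2 (0.2 uM) preincubated 10 min at ambient with compound, then OMFP substrate added at 50 uM; 10 min reaction in 50 mM HEPES pH 7.5, 50 mM NaCl, 5 uM MgCl2, 0.05% BSA, 1 mM DTT. Fluorescence read at Ex 485/Em 525 nm.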
uPA surface inh: blocks generation of uPA at the cell surface; cell surface uPA generation assay, qHTS; Potency, µM (series often up to 38.3 µM), for the others: top-dose activity change, negative = inhibition, most hits filed as inhibitors; actives 0.31% (n = 330,000); active = well fitted inhibition curve with a large enough effect; inconclusive = small, poorly fitted or top-dose-only effect; inactive = no such curve, though single readings can be large or run the other way; tested in mouse RAW 264.7 cells; also: potency is read from the fitted curve at half-maximal effect; % is scaled to controls: 0 for no effect and ±100 for the full control effect; nearly all actives have a fitted effect of over 55% in size
ELG1 genotox: induces genotoxicity in HEK293T cells with luciferase-tagged ELG1; HEK293T ELG1-luciferase reporter, luminescence, 16 h; Potency, µM (highest dose often 46 µM), for inactives: at the highest dose activity change, positive = activation, usual class: activators; actives 1.3% (n = 330,000); also: potency is read from the fitted curve at half-maximal effect; % of control where 0% means no effect; nearly all actives have a fitted effect of over 60% in size
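Luminescence read-out: rising ELG1-luciferase signal, reflecting elevated ELG1 protein under genetic stress, flags genotoxic compounds. Cells were treated for 16 hr at 37 °C before ONE-Glo detection.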
TRPV1 agonist: human TRPV1 agonism | Q8NER1 | TRPV1-expressing cells, Fluo-8 calcium influx, agonist mode | activation, % at 8.33 µM | actives 0.19% (n = 320,000) | AID 540275; in the data active = activation above about 80%; inconclusive = between about 30% and that limit; also: 0% is about no effect
Target sequence (Q8NER1 whole entry, looked up): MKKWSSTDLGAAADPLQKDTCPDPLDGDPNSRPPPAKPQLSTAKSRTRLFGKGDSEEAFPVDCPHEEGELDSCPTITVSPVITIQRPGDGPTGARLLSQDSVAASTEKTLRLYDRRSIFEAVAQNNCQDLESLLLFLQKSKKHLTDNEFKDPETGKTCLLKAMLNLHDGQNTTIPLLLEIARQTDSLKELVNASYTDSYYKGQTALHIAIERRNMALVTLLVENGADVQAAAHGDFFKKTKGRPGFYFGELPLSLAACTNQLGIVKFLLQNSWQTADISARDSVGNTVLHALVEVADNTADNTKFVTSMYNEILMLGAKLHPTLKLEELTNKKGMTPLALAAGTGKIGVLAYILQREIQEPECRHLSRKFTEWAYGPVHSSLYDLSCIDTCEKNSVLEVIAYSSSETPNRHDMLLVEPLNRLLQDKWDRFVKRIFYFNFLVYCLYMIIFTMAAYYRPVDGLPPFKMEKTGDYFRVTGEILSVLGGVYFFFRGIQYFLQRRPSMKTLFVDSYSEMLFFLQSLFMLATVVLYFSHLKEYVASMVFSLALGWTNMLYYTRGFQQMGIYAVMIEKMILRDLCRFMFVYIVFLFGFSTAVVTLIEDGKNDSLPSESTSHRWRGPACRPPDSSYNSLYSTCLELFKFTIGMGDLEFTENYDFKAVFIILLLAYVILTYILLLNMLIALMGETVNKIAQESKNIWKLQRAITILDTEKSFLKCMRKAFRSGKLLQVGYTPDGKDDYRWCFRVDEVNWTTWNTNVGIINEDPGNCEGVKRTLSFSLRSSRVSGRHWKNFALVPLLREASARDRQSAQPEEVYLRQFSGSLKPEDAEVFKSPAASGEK
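TRPV1-expressing cells were cultured overnight at 35.5C and loaded with Fluo-8 calcium dye for 40 to 90 min at room temperature. After a 10 s baseline, compound was added and calcium influx was read kinetically for 3 min (ex 480/em 520 nm).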
USP2a inh: blocks human ubiquitin-specific protease USP2a. O75604. actives 0.01% (n = 330,000). USP2 core, Ub-CHOP2 coupled fluorogenic reporter, 485/531. Potency, µM (doses to about 38.3 µM), without a hit: at the top dose activity change, negative = inhibition, actives largely listed as inhibitors. AID 463254;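 also: potency is read from the fitted curve at half-maximal effect; plate controls were DMSO wells for no effect and full inhibition by NEM control for full effect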
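USP2 core (10nM final) preincubated 30min RT with compound in 20mM Tris-HCl pH 8.0, 2mM CaCl2, 2mM beta-mercaptoethanol, 0.05% CHAPS; 25nM Ub-CHOP2 plus 25nM reporter substrate added, fluorescence (Ex485/Em531) read after 60min.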
S-ASM inh: human S-ASM enzyme inhibition; Potency, µM (doses to about 57.5 µM), for inactives: at the top dose activity change, negative = inhibition, usual class: inhibitors; AID 504937; placental ASM, HMU-PC fluorogenic substrate, 60 min; actives 0.006% (n = 340,000); P17405; also: potency is read from the fitted curve at half-maximal effect
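qHTS format. ASM enzyme prepared from human placenta hydrolyses the fluorogenic substrate HMU-PC0 (9 uM final) over 60 min at 37 °C after a 10 min compound preincubation.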
PTAP TSG101 blk: blocks PTAP/TSG101 interaction to inhibit HIV-1 budding; 340,000 tested, under 10 active; Potency, µM (highest dose often 115 µM), for the others: at the highest dose activity change, negative = inhibition, usual class: inhibitors; Fluorescence polarization, FITC-PTAP peptide / Tsg101 binding; AID 493005; Q99816; active = well fitted inhibition curve with a large enough effect in the main read-out, with a control signal flat, not every such curve was filed as active; inconclusive = small, poorly fitted or top-dose-only effect, or effect the other way, or a change in a side signal; inactive = no such curve, though single readings can be large or run the other way; also: potency is read from the fitted curve at half-maximal effect; % of control where 0% means no effect
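FP read-out: FITC-PTAP peptide, 50 nM final, binding Tsg101 binding domain, 10 uM final; 20 min, r.t.; 10 mM HEPES pH 7.5, 0.15 M NaCl, 0.01% Tween 20, 3 mM EDTA, 0.1 mM TCEP.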
* marks the source's active call; other numbers are inactive results; ? = inconclusive; nt = no result given; & = joins results of further samples; [ ] = another dose, or the depositor's remark. Unless noted, calls follow the shape of the dose curve; as a rule, active = well fitted curve in the direction sought with a large enough effect; inconclusive = small, poorly fitted or top-dose-only effect, or another doubt; inactive = no such curve, though single readings can be large; an effect the other way counts as inactive or inconclusive.

SMILES	a7 integrin act	BRCA1 expr up	p53 reactivator	B2AR arrestin	Eya2 inh	uPA surface inh	ELG1 genotox	TRPV1 agonist	USP2a inh	S-ASM inh	PTAP TSG101 blk
Cn1c(=O)c(C(=O)c2ccccc2)nc2ccccc21	-12%	6%	3%	-0.6%	20%[15.4 µM]	-1%	-1%	1	3%	-1%	0%
CC(Nc1nc(-c2ccc(F)cc2)cs1)c1nc2cc(Cl)c(Cl)cc2n1CCOCCO (stereo unspecified)	-25%	-72%	nt	nt	nt	-11%	nt	nt	nt	-14%	2%
Cc1nn2c(N)csc2nc1=O	nt	nt	-3%	-1.0%	5%	nt	0%	-5	1%	nt	nt
Cc1ccc(S(=O)(=O)Nc2cc(=O)[nH]c(SCc3ccc(Cl)cc3)n2)cc1	-23%	-27%	-14%	-0.6%	1%	2%	15%	-3	1%	-10%	-3%
CCn1c(Cc2ccccc2)nnc1SCC(=O)Nc1ccccc1O	?	-21%	-2%	0.0%	2%	0%	-4%	0	2%	0%	-1%
O=C(CCNC(=O)c1ccccc1)NN=Cc1ccc(Br)o1	-21%	-8%	-3%	0.1%	4%	3%	0%	nt	3%	3%	-3%
CC(C)c1ccc(S(=O)(=O)N(C)C2(C)CCS(=O)(=O)C2)cc1 (stereo unspecified)	25%	-21%	9%	0.5%	11%	-5%	1%	10	3%	2%	-2%
CC(C)COC(=O)c1ccccc1N1C(=O)C2C3CCC(C3)C2C1=O (stereo unspecified)	-12%	-12%	-3%	0.0%	5%	-2%	0%	7	5%	2%	1%
O=C(NCc1cc(C(F)(F)F)ccc1F)C1CCC(=O)N(C2CCCCCC2)C1 (stereo unspecified)	-11%	-8%	11%	0.2%	-18%	0%	-5%	0	-1%	2%	0%
O=C(Nc1ccc(F)cc1)c1nc2c(nnn2Cc2cccc3ccccc23)c(=O)[nH]1	17%	-39%	3%	0.0%	3%	-11%	-1%	-8	-1%	6%	-11%
COc1ccc(OC)c(NC(=O)CN(Cc2ccc(F)cc2)C2CCCCC2)c1	-32%	-35%	3%	0.4%	-15%	2%	-7%	?	-2%	-8%	-1%
Cc1ccc(CN2C(=O)CCC2C(=O)NCc2cccnc2)cc1 (stereo unspecified)	7%	-13%	2%	-0.2%	-1%	nt	2%	-3	1%	5%	-2%
Cc1ccc(/C(O)=C2/C(=O)C(=O)N(Cc3ccco3)C2c2cccs2)cc1 (stereo unspecified)	11%	-4%	13%	-0.6%	6%	nt	1%	1	0%	-3%	0%
Cn1ncc(-c2ccno2)c1C(=O)O	13%	12%	-1%	-1.8%	1%	3%	3%	2	4%	0%	0%
COc1ccc(NC(=O)N2CCCC(C(=O)NC(C)C)C2)cc1 (stereo unspecified)	24%	0%	-13%	-0.5%	-7%	2%	3%	0	3%	2%	-7%
O=C(O)c1ccccc1C(=O)c1ccc2c(c1)CCC2	34%	20%	-1%	0.4%	15%	3%	-1%	-2	1%	3%	1%
O=C(CC(=O)N/N=C/c1c(F)cccc1Cl)NCCc1ccccc1	0%	-18%	2%	-0.9%	-2%	11%	-3%	-2	0%	2%	-4%
CCOc1ccc(Oc2ccccc2NS(=O)(=O)c2ccc(CCC(=O)O)cc2)cc1	10%	7%	4%	4.3%	10%	?	-5%	-3	2%	13%	1%
Cc1cccc(/C=N/Nc2nncc3ccccc23)c1	-7%	?	3%	-0.5%	10%	-15%	0.46µM*	6	-2%	-5%	2%
CCCN(Cc1nnc(-c2cccs2)o1)C(=O)CN1C(=O)NC2(CCCCC2)C1=O	1%	-3%	-7%	-0.2%	-27%	0%	1%	-5	-3%	-2%	0%
COc1ccccc1C(=O)NCCC(=O)Nc1ccc(S(=O)(=O)N2CC(C)CC(C)C2)cc1 (stereo unspecified)	?	-14%	-8%	0.4%	-26%	-18%	-4%	-3	-3%	-3%	-4%
Clc1ccc2nc(-c3ccccc3)cn2c1	-10%	?	11%	-0.1%	9%	-15%	0.92µM*	12	1%	1%	-2%
COc1ccc(N2CCN(C(=O)CNC(=O)Cn3c(C)cc4ccccc4c3=O)CC2)cc1	8%	0%	-18%	-0.3%	-26%	nt	-7%	-1	3%	1%	-1%
O=C(N/N=C/c1ccc2c(c1)OCO2)C(=O)Nc1cccc(Cl)c1	20%	48%	7%	-0.3%	1%	-6%	?	-1	0%	6%	-4%
COCC(C)n1c(C)cc(C(=O)CSc2nnc(-c3ccco3)o2)c1C (stereo unspecified)	-14%	10%	12%	-0.6%	-13%	1%	-2%	nt	0%	-3%	-1%

Further entries.
SMILES	a7 integrin act	BRCA1 expr up	p53 reactivator	B2AR arrestin	Eya2 inh	uPA surface inh	ELG1 genotox	TRPV1 agonist	USP2a inh	S-ASM inh	PTAP TSG101 blk
FC(F)(F)c1cc(-c2cccs2)nc2nc(N3CCOCC3)sc12	-21%	-49%	0%	0.3%	11%	4%	7%	?	0%	345%[activator]	-1%
COc1cc(NC(=O)C2CC(=O)N(CCc3ccccc3)C2)cc(OC)c1 (stereo unspecified)	7%	-7%	-7%	-0.4%	14%	1%	0%	22	4%	2%	-2%
O=C(NNc1nc(-c2ccccc2)c2cc(Br)ccc2n1)c1ccc(S(=O)(=O)N2CCOCC2)cc1	4%	-58%	-6%	-0.4%	-6%	2%	-3%	-3	0%	-21%	-6%
CCOC(=O)c1cc(C)[nH]c(=S)c1C#N	6%	-23%	1%	-1.9%	17%	2%	1%	-1	-1%	-3%	-2%
CCOc1ccc(S(=O)(=O)Nc2ccc(S(=O)(=O)N3CCOCC3)cc2)cc1	?	-20%	nt	nt	nt	5%	nt	4	nt	-2%	-2%
C=CCn1c(C)cc(C(=O)Cn2c(C(C)O)nc3ccccc32)c1C (stereo unspecified)	-20%	-6%	0%	-0.4%	18%	-12%	0%	9	0%	-1%	3%
O=C(NC1CCCCCCC1)c1c(O)c2ccccc2[nH]c1=O	40%	10µM*	?	0.0%	17%	6%	?	-13	1%	1%	-4%
NC(=O)c1ccsc1NC(=O)COC(=O)CCCOc1ccccc1	-1%	3%	7%	-0.3%	6%	3%	1%	0	5%	3%	-1%
C/C=C/C(=O)OCC(=O)Nc1ccc(C)c(S(=O)(=O)N(C)C)c1	-23%	-8%	3%	0.3%	5%	0%	-2%	1	2%	-4%	-1%
Cc1cc(C)n(-c2ccc(C(=O)Nc3cc(S(=O)(=O)N(C)C)ccc3Cl)cc2)n1	-30%	-29%	-18%	-0.2%	-3%	2%	-7%	-6	3%	-2%	-5%
COc1ccc2c(c1)cc(C(O)c1ccccn1)n2S(=O)(=O)c1ccccc1 (stereo unspecified)	9%	-10%	14%	-0.3%	2%	5%	-2%	-1	2%	-2%	2%
O=c1c2ccccc2nc2n1C(CSc1ccccc1)CS2 (stereo unspecified)	5%	6%	4%	-0.1%	2%	-3%	0%	-2	2%	2%	0%
O=C(O)/C=C/c1ccc2noc(-c3ccccc3)c2c1	6%	-5%	7%	-0.4%	1%	22%	-12%	-1	4%	0%	0%
CCCc1cc(=O)[nH]c(SCC(=O)N2C(C)CCCC2C)n1 (stereo unspecified)	11%	5%	0%	0.0%	0%	2%	-1%	-2	0%	3%	0%
Cc1ccc(-c2nnc3c4ccccc4c(C)nn23)cc1NC(=O)CN1CCOCC1	nt	nt	-4%	0.6%	3%	nt	2%	-1	1%	nt	nt
O=C1c2ccccc2S(=O)(=O)c2cc(C(=O)N3CCCC3)ccc21	5%	-9%	nt	nt	nt	-3%	nt	nt	nt	4%	-1%
O=C(O)C1CC(c2ccc(F)cc2)=NO1 (stereo unspecified)	45%	12%	-4%	-0.5%	-5%	6%	-1%	-5	0%	4%	-3%
O=C(O)C1=CCCN(CCON=C(c2ccccc2)c2ccccc2)C1	nt	12%	-2%	-0.2%	8%&-19%	2%	2%	1	0%	-3%	-1%
C=CCn1c2c(c(=O)[nH]c1=S)CN(C(C)c1ccccc1)CN2 (stereo unspecified)	-13%	-12%	-1%	-0.1%	22%	3%	1%	-1	1%	-1%	0%

Rewritten with values under each structure: part of the list above.
Value order – a7 integrin act | BRCA1 expr up | p53 reactivator | B2AR arrestin | Eya2 inh | uPA surface inh | ELG1 genotox | TRPV1 agonist | USP2a inh | S-ASM inh | PTAP TSG101 blk
- O=C(O)C1=CCCN(CCON=C(c2ccccc2)c2ccccc2)C1
  nt | 12% | -2% | -0.2% | 8%&-19% | 2% | 2% | 1 | 0% | -3% | -1%
- C=CCn1c2c(c(=O)[nH]c1=S)CN(C(C)c1ccccc1)CN2 (stereo unspecified)
  -13% | -12% | -1% | -0.1% | 22% | 3% | 1% | -1 | 1% | -1% | 0%
